# High-throughput results as filed in PubChem BioAssay.
# D2 PAM: positive allosteric modulators of human D2 dopamine receptor. actives 0.34% (n = 340,000). potentiation, % at 10 µM. P14416. HEK293 T-REx D2, calcium flux, EC20 dopamine potentiation;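 active = potentiation over 3 SD above the plate norm, cut at about 30% in these data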; also: 0% is about no effect
#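 Potentiation of an EC20 dopamine calcium response measured kinetically over 180 s, after a preceding 180 s compound-only read flagging agonists. Cells: inducible Hek293 Trex D2 line, 4000/well, cultured overnight at 30 C before dye loading.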
# D1 antag: blocks dopamine activation of the human D1 receptor; P21728; HEK293 TREx D1 cells, calcium flux, dopamine EC80; stronger effect = lower value; activity change, negative = inhibition, % at 10 µM; actives 3.2% (n = 360,000); AID 504652; in the data active = activity change below about -30%; also: % is scaled to controls: 0 for no effect and ±100 for the full control effect
# Target sequence (P21728 whole entry, looked up): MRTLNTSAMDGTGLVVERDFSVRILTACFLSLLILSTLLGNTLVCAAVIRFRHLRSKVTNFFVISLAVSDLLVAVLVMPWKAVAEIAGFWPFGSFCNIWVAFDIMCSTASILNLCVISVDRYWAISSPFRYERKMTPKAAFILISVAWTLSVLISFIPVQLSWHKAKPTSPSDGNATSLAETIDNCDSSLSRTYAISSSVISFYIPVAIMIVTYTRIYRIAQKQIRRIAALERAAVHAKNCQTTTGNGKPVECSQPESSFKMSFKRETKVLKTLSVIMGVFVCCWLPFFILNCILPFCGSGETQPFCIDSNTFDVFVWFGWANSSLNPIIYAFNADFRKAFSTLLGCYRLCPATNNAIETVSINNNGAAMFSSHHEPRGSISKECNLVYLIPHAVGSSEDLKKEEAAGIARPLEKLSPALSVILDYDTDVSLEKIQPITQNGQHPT
#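 HEK293 T-REx cells expressing inducible, force-coupled D1 receptor; no-wash Ca dye, 30–90 min RT. Cmpd → 180 s read at 1 Hz → EC80 DA → 180 s read.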
# TRHR PAM: allosteric enhancers of human TRH receptor; TRHR cells, fluo-8 calcium fluorescence, EC20 TRH enhancement; actives 0.66% (n = 360,000); enhancement, % at 2 µM; in the data active = enhancement above about 30%; also: 0% is about no effect
# Target sequence (P34981 whole entry, looked up): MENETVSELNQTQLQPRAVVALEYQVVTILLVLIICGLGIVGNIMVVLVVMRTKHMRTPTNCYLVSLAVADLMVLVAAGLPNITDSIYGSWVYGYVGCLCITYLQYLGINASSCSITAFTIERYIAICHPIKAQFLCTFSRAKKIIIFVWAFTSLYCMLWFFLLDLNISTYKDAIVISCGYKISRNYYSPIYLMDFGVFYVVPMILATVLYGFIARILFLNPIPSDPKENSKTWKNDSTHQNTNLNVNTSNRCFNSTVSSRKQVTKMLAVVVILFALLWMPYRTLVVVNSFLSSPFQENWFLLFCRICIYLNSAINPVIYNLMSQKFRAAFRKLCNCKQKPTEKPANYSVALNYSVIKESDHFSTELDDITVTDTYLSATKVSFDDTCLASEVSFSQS
#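 Enhancer read-out: after compound pinning and an initial kinetic agonist-mode read, an EC20 of TRH (10 nM final) was injected and fluo-8 calcium signal (Ex 480/Em 530) followed at 1 s/cycle for 100 cycles in TRHR-expressing cells.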
# D2 ag: activates the human D2 dopamine receptor. P14416. HEK293 T-REx D2 cells, calcium flux agonist mode. activation, % at 2 µM. actives 0.53% (n = 340,000). AID 485358;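 active = activation over 3 SD above normal in the single-dose calcium agonist read, cut at about 30% in these data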; also: 0% is about no effect
#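 In this primary screen, compounds producing a positive calcium signal within 180 s of addition to tetracycline-induced, force-coupled HEK293 Trex D2 cells are flagged; cells are dye-loaded with a no-wash calcium kit beforehand.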
# D2 antagonist: D2 dopamine receptor (human) antagonism; P14416; inhibition, % at 10 µM; HEK293 TREx D2 cells, calcium flux, dopamine EC80; actives 2% (n = 340,000); in the data active = inhibition above about 30%; also: 0% is about no effect
#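 Compounds are added to dye-loaded, induced HEK293 T-REx cells coupled to calcium release via D2; after a 3 min kinetic read an EC80 dopamine stimulus is given and fluorescence is recorded for 3 more min.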
# RXFP1 antagonist: RXFP1 (human) relaxin receptor antagonism; HEK293-RXFP1, relaxin-stimulated cAMP HTRF, 30 min; stronger effect = lower value; actives 0.59% (n = 350,000); AID 1259400; activity change, negative = inhibition, % at 57.5 µM;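 active = activity change of -60% or lower, but not beyond a set lower limit; inconclusive = change between -60% and -40%, or beyond the set limit; inactive = change above -40%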; also: % is scaled to controls: 0 for no effect and ±100 for the full control effect
# D1 PAM: potentiators of human D1 dopamine receptor; AID 504651; P21728; actives 0.036% (n = 360,000); potentiation, % at 10 µM; HEK293 TREx D1 cells, calcium flux, dopamine EC20 potentiation; in the data active = potentiation above about 30%; also: 0% is about no effect
# TRHR ag: agonists of human TRH receptor. TRHR cells, calcium flux fluo-8, FDSS agonist mode. activation, % at 2 µM. actives 0.18% (n = 360,000). AID 493084; also: 0% is about no effect
#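 Steps: seed TRHR cells overnight; add fluo-8 no-wash Ca dye, RT 30 min–1.5 h; record 10 s baseline; pin-transfer compounds; monitor fluorescence 1 cycle/s for the agonist window. Calcium increases flag candidate agonists.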
# D1 ag: agonists of human D1 dopamine receptor; HEK293 T-REx D1 cells, calcium flux, agonist mode; activation, % at 2 µM; actives 1% (n = 360,000); AID 504660; also: 0% is about no effect
#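 Agonism was scored from calcium flux recorded over 180 s (1 read/s) after pintool compound addition, following a 10-cycle baseline. Cells were inducible force-coupled HEK293 TREx D1, plated overnight at 30 C and loaded with no-wash calcium dye.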
# The depositor's hits bear a star; ? = inconclusive; nt = not tested or not shown. Rule as the data show it, unless noted: active = activation above about 30%; inactive = the rest. Hits appear at their usual frequency. About 7.3% of those tested had a hit in this group.
SMILES,D2 PAM,D1 antag,TRHR PAM,D2 ag,D2 antagonist,RXFP1 antagonist,D1 PAM,TRHR ag,D1 ag
C=CCOc1cc(OC)c(OC)c(OC)c1,3.3,1.2,-1.5,0.7,4.3,4.3,1.2,-0.9,1.8
COC(=O)c1cc(Br)c(=O)n(CCN2CCCC2)c1,1.0,-7.1,-6.5,0.9,10.9,5.7,-8.0,0.9,1.5
Cc1nc(C)c(C(=O)N/N=C/c2cn(C)c3ccccc23)s1,-3.1,6.7,0.0,-0.2,5.4,-18.0,2.0,-0.4,2.3
Cc1ccc(C(=O)CCC(=O)Nc2cccc(C)c2)cc1,-5.5,0.5,5.1,1.1,29.9,-3.2,-0.3,1.2,0.7
COc1cc2ccccc2cc1C(=O)OCC(=O)N(C)c1c(N)n(Cc2ccccc2)c(=O)[nH]c1=O,-6.2,7.2,-5.8,0.1,-6.8,-15.6,-3.7,-0.1,4.2
COc1ccc(Nc2ncnc3scc(-c4ccc(OC)cc4)c23)cc1,9.9,-7.3,-0.2,9.4,7.4,0.6,0.2,-1.2,9.2
CC12CN(C(=O)c3ccco3)CC(c3ccccc3)(CN(C(=O)c3ccco3)C1)C2=O,-12.1,9.7,-0.6,0.2,nt,0.7,-1.9,1.0,4.0
CC1CCCC(C)N1C(=O)CSc1ncccn1 (stereo not drawn),10.3,8.9,0.6,3.0,8.1,-0.9,-0.7,1.3,-1.8
O=C(c1nn2c(C(F)(F)F)cc(-c3cccs3)nc2c1Cl)N1CCCc2ccccc21,-2.8,3.0,-5.6,1.2,7.2,-9.7,-1.9,0.7,0.8
CCN1CCN(S(=O)(=O)c2ccc(C(=O)Nc3sc4c(c3C(N)=O)CCN(CC)C4)cc2)CC1,-5.7,4.9,-2.8,-0.3,23.0,-2.5,-1.7,2.6,4.6
O=C(Nc1ccc(Cl)cc1F)C1CC(=O)N(Cc2ccco2)C1 (stereo not drawn),-14.4,1.1,-1.2,0.0,-9.7,?,-0.9,-0.1,1.8
Cc1ccc(OCC(=O)Nc2nnc(S(=O)(=O)N3c4ccccc4CC3C)s2)cc1 (stereo not drawn),0.4,3.3,-7.2,-0.5,nt,-27.7,4.2,-0.1,-0.9
COCCN(CC(=O)Nc1cccc(C)c1C)C(=O)Cc1sc(C)nc1-c1ccc(F)cc1,-2.4,6.1,-3.2,-0.2,-15.4,0.3,-1.9,0.1,-0.3
COC(=O)N/N=C/c1ccc([N+](=O)[O-])s1,0.6,9.5,-4.7,3.6,2.1,-1.7,0.4,0.0,2.3
CCN(CC)CCN1C(=O)C(O)=C(C(=O)c2ccco2)C1c1ccccn1 (stereo not drawn),nt,-21.4,-4.5,nt,nt,8.8,-10.3,0.2,0.3

# Not a retest: an excerpt of the list.
SMILES,D2 PAM,D1 antag,TRHR PAM,D2 ag,D2 antagonist,RXFP1 antagonist,D1 PAM,TRHR ag,D1 ag
COC(=O)c1cc(Br)c(=O)n(CCN2CCCC2)c1,1.0,-7.1,-6.5,0.9,10.9,5.7,-8.0,0.9,1.5
Cc1nc(C)c(C(=O)N/N=C/c2cn(C)c3ccccc23)s1,-3.1,6.7,0.0,-0.2,5.4,-18.0,2.0,-0.4,2.3
Cc1ccc(C(=O)CCC(=O)Nc2cccc(C)c2)cc1,-5.5,0.5,5.1,1.1,29.9,-3.2,-0.3,1.2,0.7
COc1cc2ccccc2cc1C(=O)OCC(=O)N(C)c1c(N)n(Cc2ccccc2)c(=O)[nH]c1=O,-6.2,7.2,-5.8,0.1,-6.8,-15.6,-3.7,-0.1,4.2
COc1ccc(Nc2ncnc3scc(-c4ccc(OC)cc4)c23)cc1,9.9,-7.3,-0.2,9.4,7.4,0.6,0.2,-1.2,9.2
CC12CN(C(=O)c3ccco3)CC(c3ccccc3)(CN(C(=O)c3ccco3)C1)C2=O,-12.1,9.7,-0.6,0.2,nt,0.7,-1.9,1.0,4.0
CC1CCCC(C)N1C(=O)CSc1ncccn1 (stereo not drawn),10.3,8.9,0.6,3.0,8.1,-0.9,-0.7,1.3,-1.8
O=C(c1nn2c(C(F)(F)F)cc(-c3cccs3)nc2c1Cl)N1CCCc2ccccc21,-2.8,3.0,-5.6,1.2,7.2,-9.7,-1.9,0.7,0.8
CCN1CCN(S(=O)(=O)c2ccc(C(=O)Nc3sc4c(c3C(N)=O)CCN(CC)C4)cc2)CC1,-5.7,4.9,-2.8,-0.3,23.0,-2.5,-1.7,2.6,4.6

# Next section.
SMILES,D2 PAM,D1 antag,TRHR PAM,D2 ag,D2 antagonist,RXFP1 antagonist,D1 PAM,TRHR ag,D1 ag
CCOC(=O)C(Cc1ccccc1)NC(=O)CCCC(=O)c1ccccc1 (stereo not drawn),-2.9,6.5,-5.5,0.2,12.1,-2.2,-5.7,-0.4,2.8
O=C(c1cn[nH]c1)c1cc(F)ccc1O,-2.1,1.8,-2.0,-0.6,6.7,-5.0,-3.2,-0.7,1.9
CCOc1cccc(C(=O)NC(c2ccccc2)C(C)C)c1 (stereo not drawn),4.9,2.8,-0.9,-1.0,5.6,-6.2,-2.7,-1.8,2.7
Cc1nc2c(C)cccn2c1/C(O)=C1\C(=O)C(=O)N(CCN(C)C)C1c1ccccc1 (stereo not drawn),7.1,-13.2,2.8,0.6,14.0,13.3,0.6,0.6,0.2
COC(=O)c1ccccc1NC(=O)CNC(=O)c1ccco1,nt,-7.6,3.7,nt,nt,-2.0,1.6,0.1,1.2
CC(=O)c1c(C)n(-c2ccc(Cl)cc2)c2ccc(OC(=O)COc3ccccc3)cc12,-9.9,-11.6,-4.3,-1.1,nt,nt,-2.5,0.7,5.4
CCn1c2ccccc2c2cc(/C=N/NC(=O)c3ccccc3)ccc21,-3.0,27.8,-1.3,0.0,-6.5,-16.5,-8.9,0.6,6.6
CCOC(=O)N1CCC(Nc2c([N+](=O)[O-])cc(C(=O)O)cc2[N+](=O)[O-])CC1,1.9,-2.2,8.8,-0.5,8.7,1.9,-4.7,0.5,3.5
O=C(Cc1ccc(Nc2nc(=S)[nH]c3ccccc23)cc1)NC1CCCCC1,-5.4,-7.4,3.7,nt,nt,nt,-0.8,-0.5,3.5
CCOc1ccc(-c2cn(-c3ccc(OC)cc3)c(SC)n2)cc1,-17.1,-6.4,-7.5,-1.1,19.8,-25.0,8.8,0.5,3.6
CCC(Sc1nc(=O)cc(N)n1-c1ccccc1)C(=O)Nc1cc(C)on1 (stereo not drawn),0.2,4.3,-3.4,-1.1,0.9,-18.9,1.6,-0.2,2.7
CCOC(=O)c1c(NC(=O)c2cccc(N3C(=O)CCC3=O)c2)sc(C)c1C,-3.8,-2.5,-0.8,0.5,2.5,-9.3,0.9,0.0,2.9
O=C(CN1CCOCC1)Nc1ccccc1,-0.9,-4.9,2.3,-0.3,3.7,25.5,0.1,0.5,-2.0
COc1ccc(N2CC(NC(=O)Cc3cccs3)CC2=O)cc1 (stereo not drawn),3.7,nt,-8.1,nt,nt,-12.5,-2.5,0.2,-4.6
CC(C)(C)C(=O)Nc1ccc(/C=C/C(=O)c2ccco2)cc1,12.9,-10.6,4.8,0.2,-6.0,-7.9,-13.3,0.0,1.2
COc1ccccc1-n1c(SCC(=O)Nc2ccccc2F)nc2[nH]ncc2c1=O,13.1,5.2,3.6,-1.2,-8.4,1.9,2.3,-0.2,1.3
O=C(N/N=C/c1ccco1)C1CC1(c1ccccc1)c1ccccc1 (stereo not drawn),-2.6,-2.4,-7.1,-1.0,2.3,nt,0.2,0.5,2.7
CC(C)CN(C(=O)c1cccc(S(=O)(=O)N2CCN(Cc3ccccc3)CC2)c1)C1CCS(=O)(=O)C1 (stereo not drawn),-5.9,2.9,-12.0,1.4,7.6,-5.4,-1.3,0.4,1.6
CCOc1ccc(C(=O)NCCc2sc(-c3cccc(F)c3)nc2C)cc1OCC,20.9,-8.1,-6.8,nt,nt,-8.5,1.7,-0.5,1.0
COC(=O)c1ccc(NC(=O)C(=O)N2CCN(C(=S)Nc3ccc(C)cc3)CC2)cc1,3.4,7.5,5.4,0.4,-3.1,27.4,-4.3,0.0,3.0
O=C(O)C1(c2ccccc2)CCN(S(=O)(=O)c2ccc(F)c(F)c2)CC1,2.7,5.6,8.3,1.9,-0.9,3.7,-5.3,1.3,4.2
Cc1c(C(=O)NCC2CCCO2)sc2nc(-c3ccccc3)cn12 (stereo not drawn),4.6,2.0,7.5,-0.3,5.9,1.4,-2.5,0.0,4.0
COc1cccc(C2/C(=C(\O)c3c(C)nc4c(C)cccn34)C(=O)C(=O)N2CCCN(C)C)c1 (stereo not drawn),-8.0,-21.4,5.7,0.2,28.8,nt,-11.3,0.7,2.9
Oc1ccc(-c2nnc(Nc3ccccc3)c3ccccc23)cc1,1.4,-9.3,-15.3,-1.1,8.0,2.2,-3.6,-0.6,0.2
CCN(CC1CCCO1)C(=O)c1cc(COc2ccc(F)cc2F)on1 (stereo not drawn),-1.2,-2.9,-2.2,-1.6,21.6,-10.6,-2.6,-0.6,13.3
Cn1c(CC2C(=O)Nc3ccc(Br)cc32)nc2ccccc2c1=O (stereo not drawn),15.5,6.4,2.4,1.4,-11.8,-11.9,1.0,0.6,2.1
O=S(=O)(Nc1nc2c(s1)CCCC2)c1ccc(Br)cc1,-3.4,-4.3,2.1,-0.4,1.0,-11.5,-6.5,-0.1,3.2
O=C(CCN1CCCCC1c1cccnc1)NCc1ccccc1 (stereo not drawn),nt,3.6,-4.1,5.0,7.9,-8.6,-4.6,-1.1,3.7
CCOc1ccccc1N(CC(=O)NC1CCCCC1)S(C)(=O)=O,8.2,2.1,2.0,0.7,4.6,-19.0,-0.7,-0.7,-0.1
CCS(=O)(=O)CCSc1nc(-c2ccc(Br)cc2)cc(-c2ccccc2)c1C#N,4.2,-19.8,7.3,1.1,nt,nt,0.5,0.1,2.6
CC(C)OCCCNC(=O)C1CCN(S(=O)(=O)N2CCCCC2)CC1,-5.9,-26.4,-2.4,-0.2,4.0,-2.1,1.4,0.5,3.2
Fc1ccc(-n2c(-c3ccco3)nc3nc4ccccc4nc32)cc1,1.6,-14.2,-3.7,-0.1,-12.9,-11.2,-0.6,0.0,1.7
O=[N+]([O-])c1cc(/C=N/Nc2nc3ccccc3[nH]2)c(O)cc1O,10.0,3.3,-8.2,2.9,-6.4,16.4,-1.1,0.2,1.2
Cc1ccccc1CN1C(=O)c2ccccc2Sc2ccc(C(=O)N3CCOCC3)cc21,-11.1,9.1,-2.5,0.1,nt,-2.4,1.1,-0.6,-2.9
Cc1ccc(NC(=O)CN2C(=O)c3ccccc3Sc3ccc(C(=O)N4CCOCC4)cc32)cc1F,-6.8,2.4,-8.9,nt,nt,-9.2,-0.2,-0.1,3.5
O=C(Nc1ccc(F)c(F)c1)C1CCN(S(=O)(=O)c2cccc3nonc23)CC1,30.2*,-19.6,-0.4,-2.3,-0.2,-6.0,-9.7,-2.0,11.2
COc1c2ccoc2c(OC[C@@H](O)C(C)(C)OC)c2oc(=O)ccc12,2.0,32.1,-10.5,0.8,26.1,nt,-4.7,-0.1,1.0
